# Lipid storage S3 – qHTS Assay for Lipid Storage Modulators in Drosophila S3 Cells; Drosophila S3 cells, BODIPY lipid droplet fluorescence, 18-24 h; cells fed with added oleic acid; 0.64% of 320,000 active; lipid storage change, negative = inhibition, % at the top dose, mostly 46.1 µM; hits show Potency in µM; active = well fitted inhibition curve with a large enough effect in the signal ratio, with a control signal flat, not every such curve was filed as active; inconclusive = small, poorly fitted or top-dose-only effect, or effect the other way, or a change in a side signal; the % refers to the signal ratio
#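 Drosophila S3 cells loaded with oleic acid (400 uM, as added) and compounds at several concentrations; lipid droplets imaged by 488-nm laser-scanning cytometry, 500–530 nm intensity and object ratio to cell channel. Percent activity normalized to 20 uM Triacsin C.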
# Lipid storage S3 cell count max – recorded beside Lipid storage S3, whose call it bears; cell number change, %; measured here: cell count max response;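 cells counted by Cell Tracker Red CMTPX staining in the red channel; peak over a dose series mostly up to 46.1 µM; percent activity relative to internal control wells on each plate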
# * marks the source's active call; other numbers are inactive results; i = inactive; ? = inconclusive; . = not tested or not shown; [ ] = remark or other dose. % is scaled to controls: 0 for no effect and ±100 for the full control effect; potency is read from the fitted curve at half-maximal effect. An excerpt; the hit share may differ from the screen's.
# The first four compounds as a preview:
SMILES,Lipid storage S3,Lipid storage S3 cell count max
Cc1ncoc1C(=O)N1CCCC(CCC(=O)NCc2ccc(F)c(F)c2)C1 (centres undefined),13%,12
CCC(C)[C@H](N)c1nnc(SCC(=O)Nc2ccc(C)cc2C)o1 (some centres undefined),i,.
Cc1ccc(CSc2nnc(-c3ccncc3)n2CC2CCCO2)cc1 (centres undefined),?,.
O=S(=O)(Nc1ccccc1)c1ccc2c(c1)CCO2,-2%,6

# The listing, from the start:
SMILES,Lipid storage S3,Lipid storage S3 cell count max
Cc1ncoc1C(=O)N1CCCC(CCC(=O)NCc2ccc(F)c(F)c2)C1 (centres undefined),13%,12
CCC(C)[C@H](N)c1nnc(SCC(=O)Nc2ccc(C)cc2C)o1 (some centres undefined),i,.
Cc1ccc(CSc2nnc(-c3ccncc3)n2CC2CCCO2)cc1 (centres undefined),?,.
O=S(=O)(Nc1ccccc1)c1ccc2c(c1)CCO2,-2%,6
CCOC(=O)c1cnc(-n2nc(C)cc2C)nc1Oc1ccccc1F,16%,19
CCCOc1ccc(C(=O)NCCC(=O)NCCCC(=O)OCC)cc1,?,.
O=[N+]([O-])c1ccc2c(c1)nc(CO)n2Cc1ccccc1,?,.
O=C(NCc1ccc(Cl)cc1)c1cccc(NC(=O)c2ccccc2)c1,?,.
CCOC(=O)c1ccccc1NC(=O)CC1SC(=NC)N(C)C1=O (centres undefined),?,.
CCOc1ccc(-n2c(C)cc(/C=N/NC(=O)C(N)=O)c2C)cc1,4%,8
C=CCNC(=S)Nc1cc(S(=O)(=O)N2CCOCC2)ccc1-n1cncn1,11%,6
CS(=O)(=O)N(CC(=O)NCc1ccncc1)c1cc(Cl)cc(Cl)c1,20%,-3
Cc1cc(C)nc(N(C#N)C(C)C(=O)N(C)C)n1 (centres undefined),?,.
CCOC(=O)Nc1ccc2c(c1)N(CCCN(C)C)c1ccccc1CC2,?,.
Cc1ccccc1N1CCN(C(=S)c2ccc(-c3cccc([N+](=O)[O-])c3)o2)CC1,?,.
CC[n+]1ccccc1/C=C1\Sc2ccc(C)cc2N1C,?,.
COc1ccc(CNC(=O)C(C)n2nc(C)c3c(C)n(-c4ccc(C)cc4)nc3c2=O)cc1 (centres undefined),?,.
O=C(N/N=C/C=C/c1ccc(Br)cc1)C(O)c1ccccc1 (centres undefined),?,.
C[C@@H]1C=CC(=O)O[C@@H]1c1ccc(Cl)cc1,?,.
CSCCC(NS(=O)(=O)c1ccc2c(c1)oc(=O)n2C)C(=O)NCc1cccs1 (centres undefined),12%,.

# Among those listed so far, 2 contain an aryl thioether with sulfur outside any ring:
SMILES,Lipid storage S3,Lipid storage S3 cell count max
CCC(C)[C@H](N)c1nnc(SCC(=O)Nc2ccc(C)cc2C)o1 (some centres undefined),i,.
Cc1ccc(CSc2nnc(-c3ccncc3)n2CC2CCCO2)cc1 (centres undefined),?,.

# Continued:
SMILES,Lipid storage S3,Lipid storage S3 cell count max
O=C(N/N=C/c1ccccn1)c1cc(-c2ccc(Br)s2)[nH]n1,?,.
Cc1nn(-c2ccccc2)c(C)c1C(=O)OCC(=O)NC(=O)NC1CCCCC1,i,.
Cc1ccc(NC(=O)N2CCN(C(=O)c3ccco3)CC2)cc1Cl,0%,-6
Cc1cc(NC(=O)CSc2nnc(C)n2C)no1,i,-14
CCOC(=O)N1CCN(CC(=O)Nc2nnc(C(F)(F)F)s2)CC1,-4%,18
CC(=O)Nc1ccc(S(=O)(=O)N(CC(=O)O)Cc2ccccc2)cc1,?,.
COc1ccc2nc(NC(=O)CCc3ccc(OC)c(OC)c3)sc2c1,-4%,4
CCCc1ccc(-c2cc(NC(=O)CSc3n[nH]c(N)n3)n(-c3ccccc3)n2)cc1,?,.
O=C(OCc1nc2ccccc2s1)c1cccc(S(=O)(=O)N2CCOCC2)c1,2%,-2
Cc1c(C(=O)N2CCN(c3ccccn3)CC2)cccc1[N+](=O)[O-],4%,10
Cc1ccc(S(=O)(=O)NC(CC(C)C)C(=O)N2CCOCCOCCOCCOCC2)cc1 (centres undefined),i,-14
Cc1csc(SC(C)C(=O)Nc2ccc(S(=O)(=O)N3CCCC3)cc2)n1 (centres undefined),?,.
CCOC(=O)CC12CN3CN(C1)CC(CC(=O)OCC)(C3)C2=O,23%,22
Cc1ccc(/C=C2\SC(=S)N(C3CCS(=O)(=O)C3)C2=O)cc1 (centres undefined),7%,-15
CSc1nnc(-c2sc3cc(Cl)ccc3c2Cl)n1C,23µM*,-10*
COC(=O)C(Cc1ccccc1)NC(=O)CNC(=O)c1ccc(Br)cc1 (centres undefined),?,.
COc1c(C(=O)Nc2ccc3[nH]c(=O)[nH]c3c2)cc2ccccc2c1Br,?,.
CSc1sc(-c2nnc(SCC(=O)Nc3ccccc3)n2C)c2c1C=CCC2,i,.
COc1cc(C#Cc2c(-c3cncn3C)n(C)c3ccc(-c4ccc5[nH]ccc5c4)cc23)cc(OC)c1,-16%,17
Cc1ccc(S(=O)(=O)NCc2ccc(N3CCN(C(=O)OC(C)(C)C)CC3)cc2)cc1,?,.

# 4 of the compounds above, with each value named:
Structure: CCOC(=O)N1CCN(CC(=O)Nc2nnc(C(F)(F)F)s2)CC1
  Lipid storage S3 = -4%; Lipid storage S3 cell count max = 18

Structure: CC(=O)Nc1ccc(S(=O)(=O)N(CC(=O)O)Cc2ccccc2)cc1
  Lipid storage S3 = ?; Lipid storage S3 cell count max = .

Structure: COc1ccc2nc(NC(=O)CCc3ccc(OC)c(OC)c3)sc2c1
  Lipid storage S3 = -4%; Lipid storage S3 cell count max = 4

Structure: CCCc1ccc(-c2cc(NC(=O)CSc3n[nH]c(N)n3)n(-c3ccccc3)n2)cc1
  Lipid storage S3 = ?; Lipid storage S3 cell count max = .

# The list goes on.
SMILES,Lipid storage S3,Lipid storage S3 cell count max
Cc1ccc(S(=O)(=O)N2CCCCC2CCNC(=O)C(=O)Nc2ccccc2F)cc1 (centres undefined),?,.
Cc1cc(C)c2c(CN3CCOCC3)cc(=O)oc2c1,?,.
CCc1nc(SCc2ccc(C(=O)OC)o2)n[nH]1,-10%,15
CC1(C)Oc2ccc3ccc(=O)oc3c2/C(=C/Nc2ccccn2)C1=O,12%,.
O=S(=O)(NCCc1c[nH]c2ccccc12)c1ccccc1,?,.
COc1ccc(NC2CCCN(Cc3cccc4cnccc34)C2)cc1OC (centres undefined),0%,-22
CS(=O)(=O)N(CC(=O)Nc1ccccc1C(=O)NCc1ccco1)c1ccccc1F,?,.
Nc1nc(SCC(=O)c2cccc([N+](=O)[O-])c2)n[nH]1,?,.
Cc1ccc(CNC(=O)c2cc3cc(Br)ccc3oc2=N)cc1,?,.
Cc1noc(N)c1C1(O)C(=O)Nc2c(Cl)cc(Cl)cc21 (centres undefined),?,.
COc1ccc(CCNS(=O)(=O)c2ccc3c(c2)OCCO3)cc1OC,-5%,.
Cc1cc(C)c(C#N)c(SCC(O)CS(=O)(=O)Cc2ccccc2)n1 (centres undefined),18%,.
COc1ccccc1C(=O)NCCCNC(=O)c1ccccn1,?,.
CC(=O)c1ccc(NC(=O)C(C)OC(=O)c2ccc(Br)o2)cc1 (centres undefined),?,.
O=C(/C=C/c1ccccc1)Oc1coc(CSc2ncccn2)cc1=O,2%,-5
CCn1c(=O)cc(OCC(=O)NCc2ccco2)c2ccccc21,-6%,-24
COc1ccc(OC)c(C(c2nnnn2Cc2ccccc2)N2CCN(C3CCCCC3)CC2)c1 (centres undefined),-1%,-10
O=C(Nc1ccc(S(=O)(=O)Nc2nccs2)cc1)c1cccc(N2C(=O)c3ccccc3C2=O)c1,18%,.
CC(C)(C)c1nnc2cccc(Cl)n12,-6%[9.22 µM],-3
c1ccc(-c2ccccc2OCCOCCN2CCNCC2)cc1,7%,14
N#Cc1c2nc3ccccc3nc2n2cc(NC(=O)c3ccc(F)cc3)ccc12,?,.
O=C(NC1CCCCC1)C1CC(=O)N(CCc2ccc(F)cc2)C1 (centres undefined),4%,.
COc1ccc(NC(=O)CSc2nc3c(c(-c4cccs4)c2C#N)CN(C)CC3)cc1OC,1%,4
COc1ccc2nc3ccccc3nc2c1NC(=O)c1ccc(Cl)cc1,?,.
Cc1ccccc1OCc1nnc(SCC(=O)O)n1-c1ccccc1,?,.
COc1ccc(C)cc1NC(=O)CNC(C)C(=O)Nc1cc(Cl)ccc1Cl (centres undefined),-17%,-7
N#Cc1cc2c(N)c(C(=O)Nc3ccccc3)sc2nc1N,?,.
O=C(Nc1cccc(O)c1)c1ccc(C(=O)c2ccccc2)o1,?,.
O=C(O/N=C\c1ccc(N2CCOCC2)c([N+](=O)[O-])c1)c1ccc(F)cc1,?,.
Cc1[nH]c2ccccc2c1SCC(=O)N1CCOCC1,-1%,-4
O=C(Nc1ccncc1)Nc1ccc(Cl)cc1Cl,?,.
CCOc1ccc(NC(=O)c2sc3nc(C)nc(N4CCOCC4)c3c2C)cc1,-26%,-2
O=C(Nc1cnccn1)Nc1cccc(Cl)c1Cl,-2%,-1
CC(C)CC1NC(=O)N(Cc2cc(=O)n3ccsc3n2)C1=O (centres undefined),?,.
CN(CC(=O)Nc1ccccc1Br)C(=O)c1cc([N+](=O)[O-])ccc1N1CCOCC1,?,.
O=C(O)CCCCn1c(SCc2cc(=O)n3cc(Cl)ccc3n2)nc2ccsc2c1=O,8%,9
CC(C)NC(=O)C1CCN(C2CCN(C(=O)Cc3ccc4c(c3)OCO4)CC2)CC1,6%,1
Nc1cc(Cl)ccc1C(=O)OCC(=O)NC1CCS(=O)(=O)C1 (centres undefined),7%,0
CN(C)c1ccnc(Oc2ccc(C(C)(C)C)cc2)c1C#N,i,.
Cc1ccc(SCc2c(C(=O)N/N=C/c3cccnc3)nnn2-c2nonc2N)cc1,?,.

# Copied from the list:
# `Nc1cc(Cl)ccc1C(=O)OCC(=O)NC1CCS(=O)(=O)C1` (centres undefined) @ Lipid storage S3 cell count max = 0
# `O=C(Nc1cnccn1)Nc1cccc(Cl)c1Cl` @ Lipid storage S3 = -2%
# `O=C(O)CCCCn1c(SCc2cc(=O)n3cc(Cl)ccc3n2)nc2ccsc2c1=O` @ Lipid storage S3 cell count max = 9

# Other structures
SMILES,Lipid storage S3,Lipid storage S3 cell count max
CCOc1ccc(S(=O)(=O)Nc2cccc(C(=O)N(C)CC(=O)Nc3cccc(OC)c3)c2)cc1,-30%,-5
O=C(NC1CCCCCC1)C(=O)NC1CC1,?,.
COc1cc(CCCN2C(=S)NC[C@@H]2CCCCN)cc(OC)c1OC,-7%,4
Cc1ccccc1C(=O)Nc1cccc(-c2ccc(N3CCOCC3)nn2)c1,20%,.
COCCNC(=O)/C(C#N)=C/C=C/c1ccccc1[N+](=O)[O-],?,.
Cc1ccc(/C=C/C(=O)Nc2nn[nH]n2)o1,-4%,-8
O=C(Nc1cc(=O)[nH]c2nc(-c3ccc(Cl)cc3)nn12)c1ccccc1,?,.
CCOC(=O)c1ccc[n+](CC(=O)Nc2ccccc2OC(F)F)c1,?,.
CCC(C)CCCCNC1=NCCS1 (centres undefined),?,.
COc1cccc(C(C)NC(=S)NCc2ccc(Cl)cc2)c1 (centres undefined),-14%[9.22 µM],-11
CCOc1ccc(NCC2CCOC(C)(C)C2)cc1 (centres undefined),3%,-5
Cc1ccccc1NC(=O)Cn1nc(-c2ccc(Cl)s2)ccc1=O,?,.
COc1ccc(CNC(=O)C2=CC(c3ccc(OC)c(OC)c3)=NS(=O)(=O)N2C)cc1,-15%,-8
C/C(=N\Nc1nc(C)cc(C)n1)c1ccc(C)o1,?,.
C1CN(c2nc3nonc3nc2N2C[C@H]3CC[C@H]2C3)CCS1,-5%,-2
O=C(O)c1cccc(Cn2cccn2)c1,14%,-14
Cc1ccc(CSCCNC(=O)c2ccc(N(C)S(=O)(=O)c3ccccc3)cc2)cc1,?,.
CC(NC(=O)c1cn(C(C)c2ccccc2F)nn1)c1ccncc1 (centres undefined),3%,-8
COc1ccc2cc(C#N)c(Cl)nc2c1,7%,27
Cc1ccccc1N1CCN(CC(=O)NCc2ccc(Cl)cc2)CC1,6%,11
CCOc1cc(S(=O)(=O)Nc2cc(C)cc(C)c2)ccc1Cl,?,.
COc1ccc(S(=O)(=O)Nc2ccc(O)c(Sc3ncn[nH]3)c2)cc1,3%,0
Cc1ccc(-n2nc3c(N4CCC(C(=O)N5CCC(C(N)=O)CC5)CC4)nnc(C)c3c2C)cc1,-26%,.
COc1cc(/C=C(\C#N)c2nc3ccccc3[nH]2)cc(OC)c1O,?,.
CCCCS(=O)(=O)Nc1ccc2cn[nH]c2c1,?,.
O=CN1CCN(C(=O)c2ccc([N+](=O)[O-])cc2)CC1,?,.
CCOc1cc(S(=O)(=O)NCCCn2ccnc2)ccc1Cl,1%,12
O=C(NNC(=O)c1cccs1)c1ccc(Cl)c([N+](=O)[O-])c1,-7%,-10
COc1cccc2cc(C(=O)N3CCCCCCC3)c(=O)oc12,?,.
CN1CCSc2ccc(C(=O)Nc3cc(F)ccc3F)cc21,?,.
N#C/C(=C\c1cccnc1)c1ccc([N+](=O)[O-])cc1,?,.
COC(=O)c1ccc(-c2ccc(/C=N/NC(=O)Cc3nnc(N)s3)o2)cc1,19%,16
Fc1ccc(CNc2ncccn2)cc1,?,.
Nc1nc2ccc(O)cc2s1,-9%,-2
CCOc1ccc(C2c3cc(OC)c(OC)cc3CC(=O)N2c2ccccc2)cc1 (centres undefined),?,.
COc1cc(OC)cc(-c2c(C#Cc3ccsc3)c3cc(Br)ccc3n2C)c1,?,.
Cc1cccc(N2CCN(S(=O)(=O)c3ccc4c(c3)CC(=O)N4C)CC2)c1C,i,16
CC12CCC(C(=O)N3CCOCC3)([C@H](Br)C1=O)C2(C)C (some centres undefined),?,.
O=[N+]([O-])c1ccc(Nc2nc(NCCO)nc(N3CCCC3)n2)cc1,11%,7
COc1ccc(-c2csc3ncnc(N4CCN(S(=O)(=O)c5cccs5)CC4)c23)cc1,?,.
